From PubChem BioAssay
NCI-60 one-dose screen, 48 h, at 10 µM unless noted. Numbers give growth in % (100 = growth as untreated, 0 = no growth, -100 = all killed).
M14 – M14 melanoma; hit rate 6.2% among 80,000
HOP-62 – HOP-62 NSCLC; hit rate 3.9% among 80,000
HOP-92 – HOP-92 NSCLC cells; hit rate 6.3% among 71,000; AID 1794738
LOX IMVI – LOX IMVI melanoma | hit rate 7.4% among 79,000 | AID 1794757
SK-MEL-5 – SK-MEL-5 melanoma. hit rate 6.4% among 80,000. AID 1794755
EKVX – EKVX NSCLC | hit rate 3% among 71,000 | AID 1794765
A549/ATCC – A549/ATCC NSCLC. hit rate 3.7% among 81,000. AID 1794740
CCRF-CEM – CCRF-CEM leukemia; hit rate 7% among 77,000; AID 1794778
Starred values were filed as active, the others as inactive; . = not tested or not shown; & = joins results of further samples. How the source made its calls: active means growth percent below 10; inactive means the rest.

SMILES	M14	HOP-62	HOP-92	LOX IMVI	SK-MEL-5	EKVX	A549/ATCC	CCRF-CEM
NC1=NC2(CCCCCC2)N(c2ccc(S(=O)(=O)Nc3ccccn3)cc2)C(N)=N1	100	95	84	100	106	104	102	100
COC(=O)C1=C(C)NC(C)=C(C(=O)OC)C1c1c(-c2ccccc2)nc2sccn12	108	95	76	97	91	106	99	76
O=C(Cc1ccccc1)NC(c1ccc(Cl)cc1)c1c(O)ccc2ccccc12 (stereo not drawn)	16	31	-20*	10	-49*	.	9.1*	13
O=C(NCCCl)c1cccc(F)c1	97	101	107	.	106	103	101	94
CCSc1nc(-c2ccc(Br)cc2)c(C#N)c(=O)n1CC	106	101	80	105	103	87	.	91
BrC1=C(Br)CCCC1	105	89	85	91	100	104	100	49
O=C(Nc1ccc2ncnc(NNc3ccccn3)c2c1)c1cccs1	78	108	89	87	69	96	96	74
Cc1ccc2oc(=O)cc(Cn3cc(CSc4nc5cc(Cl)ccc5o4)nn3)c2c1	109	107	103	94	93	102	95	99
O=c1[nH]c(Nc2ccc(Cl)cc2)nc2[nH]ncc12	111	106	92	89	101	96	108	92
Cc1c(-c2cnc3ccc(Cl)cc3c2C(=O)O)nnn1-c1ccc(Cl)cc1	70	89	89	99	106	121	97	94
Cc1cc(O)c(C(C)C)cc1N=Cc1ccc([N+](=O)[O-])cc1	107	97	84	105	101	112	110	64
COc1cc(C2=NN(C(C)=O)C(c3ccc(N(C)C)cc3)C2)cc(OC)c1OC (stereo not drawn)	95	84	80	97	91	95	91	15
CCC/C=C/C=N/N1C(=S)N(C2CCCCC2)[C@]23OC(N)=C(C#N)[C@]12C(=O)c1ccccc13	75	97	84	89	69	87	55	80
O=C1/C(=N\O)C(c2ccccc2)Oc2ccccc21 (stereo not drawn)	103	106	.	92	106	107	88	86
CCCCCCCn1c(=O)c2c(nc(NCCc3ccc(OC)c(OC)c3)n2C)n(C)c1=O	97	71	66	91	46	79	82	94
O=C1/C(=C/c2ccc(OCCCOc3ccccc3)cc2)N=C2SCCCN12	110	99	102	90	96	101	86	85
C=CC(=O)N1CCN(c2ccc3cccc(NC(=O)c4cnc(C)cn4)c3n2)CC1	41	41	43	33	61	67	27	32
O=C(c1sc(-c2cccc(C(F)(F)F)c2)cc1O)N1CCOCC1	.	97	93	103	93	100	84	88
CCO/C=N/c1oc(-c2ccccc2)cc1C#N	.	91	68	100	104	88	96	100
O=C(Nc1ccccc1)Nc1ncnc2c1ncn2-c1ccc(Cl)cc1	99	75	97	92	95	87	84	94
CC(C)(C)c1ccc2ccccc2c1	100	109	85	100	107	101	101	.
O=C1C(SCc2ccccc2)=C(Cl)CN1c1ccc(Cl)cc1	78	109	104	5.8*	99	106	101	71
O=C(Nc1ccc(F)cc1)Nc1nc2ccc([N+](=O)[O-])cc2s1	-3.6*	-0.8*	-3.6*	12	-84*	1.8*	6.8*	12
COc1cccc(/C=C\C(=O)c2ccccc2)c1	85	87	88	30	91	91	92	25
CC[n+]1c(/C=C/C=C2\N(C)c3ccccc3C2(C)C)sc2ccccc21	13	12	-3.7*	2.8*	-90*	11	12	3.2*
Nc1c(Cl)cc(Br)c(Cl)c1Br	119	120	96	104	97	85	106	.
COc1ccc(Oc2ccc(C3=NN(c4nc(-c5ccc(OC)cc5)c(C#N)c(N5CCOCC5)n4)C(c4cc(OC)c(OC)c(OC)c4)C3)cc2)cc1 (stereo not drawn)	105	91	97	99	94	79	107	114
COC(=O)c1[nH]c(C)c(C(=O)OC)c1C	92	96	97	92	101	91	96	100
COc1nc(N)ncc1-c1ccc2ncnc(N3CCc4cc(F)c(Cl)cc43)c2c1	62	-54*	-24*	15	57	24	3.3*	62
Cc1cc(C)c(S(=O)(=O)n2cc(C=O)c3ccccc32)c(C)c1	82	96	.	77	94	95	88	89
CO[C@@H]1[C@@H](OC)N(C(=O)c2ccc(Cl)cc2)C(=O)N1C(=O)c1ccc(Cl)cc1	95	95	73	101	118	100	102	101
NS(=O)(=O)c1ccc(CCn2c(SCC(=O)N/N=C/c3ccc(Cl)cc3)nc3ccccc3c2=O)cc1	102	87	.	90	80	92	62	71
O=C(COC(=O)c1ccc(Br)o1)Nc1nc(-c2ccccc2)cs1	111	98	88	97	.	108	95	89
N=C(N)c1ccc(-c2ccc(-c3ccccc3)s2)s1	-69*	-84*	-38*	-69*	15	.	-61*	-49*
Cc1c(C(=O)/C=C/c2ccc(Cl)cc2)nnn1-c1ccc2oc(=O)ccc2c1	96	107	79	81	98	91	103	92
CCCCCCN(CCCCCC)CCC(=O)Nc1ccc(S(=O)(=O)c2ccc(NC(=O)CCN(CCCCCC)CCCCCC)cc2)cc1	89	77	69	77	90	.	94	51
COc1ccc(OC)c(N)c1	.	102	107	110	101	108	102	110
CCCCCCCCCc1ccc(OC(=O)CC)cc1	104	107	93	103	101	105	107	99
O=C(Cc1ccc(Cl)nc1)Nc1cc(NCCCO)c([N+](=O)[O-])cc1Cl	106	100	.	95	94	97	95	102
COc1ccc(Nc2cc(C)nc(NCCCNc3ccnc4cc(Cl)ccc34)n2)cc1	-81*	19	.	-80*	-100*	.	-45*	-22*
NC(=S)N/N=C/c1ccc([N+](=O)[O-])cc1	96&110	93&97	87&126	89&99	99&99	54&92	78&103	94&104
COc1cc(NC(=O)c2ccc(-c3cccc(Cl)c3)o2)ccc1NC(=O)C(C)C	103	115	.	97	84	.	90	90
CC(C)CCc1nc2ccc(NCc3ccc(OCCN4CCCC4)cc3)cc2[nH]1	98	102	63	84	97	105	104	90
CC(C)NC(=S)NC(C)C	97	114	79	103	.	104	110	109
O=C(CSc1ccc([N+](=O)[O-])cc1)c1ccccc1	112	102	87	99	103	94	101	94
Oc1ccccc1-c1nc2ccccc2[nH]1	93	104	67	69	56	97	78	.
CCC(CC)NCCNc1cc(OC)cc2cccnc12	107	95	96	91	99	118	105	99
CCN(CC1CCN(C2(Cc3ccccc3)COC2)CC1)C(=O)c1cc2ncccc2[nH]1	98	94	91	98	100	97	89	92
O=C(N/N=C/c1cccc(Oc2ccccc2)c1)c1cnn2c1NC(c1ccccc1)C2 (stereo not drawn)	57	35	74	83	76	90	56	83
O=S(=O)(O)c1ccc(O)c(O)c1	112	107	93	113	101	120	93	111
Next section
SMILES	M14	HOP-62	HOP-92	LOX IMVI	SK-MEL-5	EKVX	A549/ATCC	CCRF-CEM
Cc1ccc([N+]2=NOC(=O)C2S(=O)(=O)Nc2ccc(-n3c(-c4ccccc4Cl)nc4ccccc4c3=O)cc2)cc1 (stereo not drawn)	117	85	82	90	93	91	86	96
c1ccc2sc(-c3nc4ccccc4s3)nc2c1	96	97	.	95	87	.	98	99
CC(C)(C)n1cc(-c2ccnc(NCCCNS(=O)(=O)c3ccc(F)cc3)c2)c(-c2ccccc2)n1	80	93	12	56	64	74	69	64
COC(=O)C#CC(=O)OC	103	117	105	106	103	117	105	101
CN(CCOC(N)=O)CCOC(N)=O	102	106	104	94	93	95	102	121
CCN1CCN(/C(=N\c2sc(-c3ccccc3)nc2-c2ccccc2)c2ccccc2)CC1	81	95	.	80	93	79	80	68
CC(C)(C)c1ccc(C(=O)Nc2sc3c(c2C(N)=O)CC/C(=N\O)C3)cc1	25	52	.	3.9*	-29*	26	24	10
C(=C\c1cc(-c2cc(/C=C/c3ccccc3)[nH]n2)n[nH]1)/c1ccccc1	107	105	110	.	104	105	106	100
Cc1[nH]c(C(=O)Nc2ccc(C(=O)NCC(N)=O)cc2OC(C)C)c(Cl)c1Cl	97	97	76	90	97	86	88	98
COc1ccc(Cc2nc3cc(OC)c(OC)cc3c(=O)[nH]2)cc1	49	140	108	61	91	105	-5.7*	.
COCCN1CCC(CO)C1 (stereo not drawn)	109	111	.	113	105	113	113	105
C[n+]1cccc2cccc(NC(=O)c3ccc4ccc5ccc(C(=O)Nc6cccc7cccnc67)nc5c4n3)c21	96	83	99	69	67	95	85	44
CC(C)(C)c1cccc(C(C)(C)C)c1O	97	105	85	81	112	113	102	132
c1ccc2c(c1)nc(-c1c[nH]c3ccccc13)c1[nH]ccc12	66	52	60	56	93	65	67	73
COc1ccc(C2=NN(c3nc(-c4ccc(OC)c(OC)c4)c(C#N)c(=O)n3C)C(=O)CC2)cc1	95	92	91	98	96	111	95	96
CC(C)[C@@H]1CC[C@@H](C)C[C@H]1N	101	96	83	97	102	109	95	112
COc1ccc(C(=O)COc2cccc(/C=C3\CSc4ccc(Cl)cc4C3=O)c2)cc1	102	96	68	33	67	78	.	-21*
O=C(Nc1cccc(-c2nc3ccccc3[nH]2)c1)c1ccc(C(=O)Nc2cccc(-c3nc4ccccc4[nH]3)c2)cc1	117	97	.	110	98	103	99	99
COC(=O)c1c(C)cccc1C(=O)c1c(C)cc(C)cc1C	94	94	59	95	94	99	86	96
COc1cc(/C=N/Nc2c(F)c(F)c(F)c(F)c2F)cc(OC)c1OC	105	99	105	102	103	94	104	109

18 entries from above, as comma-separated lines:
Molecule,M14,HOP-62,HOP-92,LOX IMVI,SK-MEL-5,EKVX,A549/ATCC,CCRF-CEM
c1ccc2sc(-c3nc4ccccc4s3)nc2c1,96,97,.,95,87,.,98,99
CC(C)(C)n1cc(-c2ccnc(NCCCNS(=O)(=O)c3ccc(F)cc3)c2)c(-c2ccccc2)n1,80,93,12,56,64,74,69,64
COC(=O)C#CC(=O)OC,103,117,105,106,103,117,105,101
CN(CCOC(N)=O)CCOC(N)=O,102,106,104,94,93,95,102,121
CCN1CCN(/C(=N\c2sc(-c3ccccc3)nc2-c2ccccc2)c2ccccc2)CC1,81,95,.,80,93,79,80,68
CC(C)(C)c1ccc(C(=O)Nc2sc3c(c2C(N)=O)CC/C(=N\O)C3)cc1,25,52,.,3.9*,-29*,26,24,10
C(=C\c1cc(-c2cc(/C=C/c3ccccc3)[nH]n2)n[nH]1)/c1ccccc1,107,105,110,.,104,105,106,100
Cc1[nH]c(C(=O)Nc2ccc(C(=O)NCC(N)=O)cc2OC(C)C)c(Cl)c1Cl,97,97,76,90,97,86,88,98
COc1ccc(Cc2nc3cc(OC)c(OC)cc3c(=O)[nH]2)cc1,49,140,108,61,91,105,-5.7*,.
COCCN1CCC(CO)C1 (stereo not drawn),109,111,.,113,105,113,113,105
C[n+]1cccc2cccc(NC(=O)c3ccc4ccc5ccc(C(=O)Nc6cccc7cccnc67)nc5c4n3)c21,96,83,99,69,67,95,85,44
CC(C)(C)c1cccc(C(C)(C)C)c1O,97,105,85,81,112,113,102,132
c1ccc2c(c1)nc(-c1c[nH]c3ccccc13)c1[nH]ccc12,66,52,60,56,93,65,67,73
COc1ccc(C2=NN(c3nc(-c4ccc(OC)c(OC)c4)c(C#N)c(=O)n3C)C(=O)CC2)cc1,95,92,91,98,96,111,95,96
CC(C)[C@@H]1CC[C@@H](C)C[C@H]1N,101,96,83,97,102,109,95,112
COc1ccc(C(=O)COc2cccc(/C=C3\CSc4ccc(Cl)cc4C3=O)c2)cc1,102,96,68,33,67,78,.,-21*
O=C(Nc1cccc(-c2nc3ccccc3[nH]2)c1)c1ccc(C(=O)Nc2cccc(-c3nc4ccccc4[nH]3)c2)cc1,117,97,.,110,98,103,99,99
COC(=O)c1c(C)cccc1C(=O)c1c(C)cc(C)cc1C,94,94,59,95,94,99,86,96

(further entries)
SMILES	M14	HOP-62	HOP-92	LOX IMVI	SK-MEL-5	EKVX	A549/ATCC	CCRF-CEM
CC(=O)OCC(=O)c1ccccc1	105	.	93	100	100	114	105	104
CCOc1ccc(C2C(C#N)=C(N)Oc3c2c(C)nn3-c2ccc(Cl)cc2)cc1 (stereo not drawn)	98	100	94	98	96	90	102	96
Cc1nn(-c2ccccc2)c(N2CCCC2)c1-c1nc2ccc(C(=O)NN=Cc3cccc(O)c3)cc2[nH]1	107	84	98	98	98	105	110	80
COc1cc2c(cc1[N+](=O)[O-])-c1ccccc1C2	101	109	.	105	88	50	97	90
CC(C)=NNC(=O)c1ccccc1	103	104	92	100	103	96	105	106
N#C/C(Sc1nc2sc3c(c2c(=O)n1Cc1ccccc1)CCCC3)=C(/S)Nc1ccccc1	101	88	77	84	89	93	90	79
CC(=O)c1ccccc1Oc1nccc(-c2ccc(Cl)cc2)n1	95	92	83	90	71	88	93	91
O=C(Nc1ccccc1Cl)Oc1ccc(Cl)cc1Cl	99	100	82	97	101	106	104	90
